# MRP resist rev – reversal of MRP1-mediated doxorubicin resistance, primary screen, H69AR cells, doxorubicin co-treatment; H69AR cells + 2 uM doxorubicin, CellTiter-Glo, 72 h; differential viability (reversal), % at 10 µM; 85,000 compounds, 0.04% hits; AID 602, 2007;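 active means viability drop by adding the cancer drug above about 55%, with treated viability meeting a 40% cutoff, limit read from the data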;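 further: viability without doxorubicin minus viability with 2 µM doxorubicin for each compound; larger differential means the compound sensitizes cells more to doxorubicin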
# IL1B NFkB pot – enhancers of NFkB p65 translocation in HUVEC – imaging, IL-1B stimulus, high-content imaging, primary screen | HUVEC IL-1B NFkB p65 nuclear translocation imaging | activation, % at 2 µM | 94,000 compounds, 0.3% hits | AID 819, 2007;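 active means activation above 40%, about the mean plus 3 SD, also judged a hit on visual image review; inconclusive means activation above 40% but not a hit on visual review; inactive means activation not above 40% and no visual hit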;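 further: percent activation is computed from the nuclear over cytoplasmic p65 intensity ratio; values of inactives mirror those of a sister screen read the other way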
# PLAP inhibitors HTS – PLAP enzyme inhibitors, biochemical, luminescence, HTS (AID 690); Alkaline phosphatase, placental type (Homo sapiens); purified PLAP, luminescent substrate; higher % means a stronger effect; inhibition, % at 20 µM; hits with a dose series show IC50 in µM; 96,000 compounds, 0.08% hits; in the data active means a potency from the dose series; inactive means the rest, 99 in 100 with inhibition below about 30%; further: strong numbers were not always called active
# Bcl-B TR3 displacers – displacers of TR3 peptide from Bcl-B, primary screen, selectivity assay for Bfl-1 inhibitor project, biochemical, fluorescence polarization; Bcl-2-like protein 10 (Homo sapiens); FP displacement of FITC-TR3 peptide from Bcl-B; higher % means a stronger effect; displacement, % at 20 µM; hits with a dose series show IC50 in µM; 96,000 compounds, 0.11% hits; AID 748, 2007;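 active means displacement above 50% at 20 µM plus a fluorescence interference ratio under 1.5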;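 further: plate controls were wells without compound for no effect and wells lacking Bcl-B protein for full effect; a part of the inactive calls stands beside numbers as strong as those of hits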
# IL1B NFkB inh – inhibitors of IL-1B driven NFkB p65 nuclear import, primary screen, imaging, HUVEC, IL-1B stimulus, high-content imaging; 94,000 compounds, 0.43% hits; HUVEC IL-1B NFkB p65 nuclear translocation imaging; inhibition, % at 2 µM;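 active means inhibition above about 30% together with a positive call from visual inspection of the well image, limit read from the data; inconclusive means inhibition above a set limit but visual check negative; inactive means inhibition not above a set limit, visual check negative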;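 further: nuclear over cytoplasmic p65 intensity ratio measured by imaging; 0% = IL-1B stimulated DMSO wells and 100% = unstimulated DMSO wells; values of inactives mirror those of a sister screen read the other way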
# MRP resist rev cytotoxicity – recorded beside MRP resist rev, whose call it bears; viability, %; H69AR cells, CellTiter-Glo, 72 h; measured here: cytotoxicity without doxorubicin
# MRP resist rev with doxorubicin – further read-out of MRP resist rev, marked with its call; viability, %; measured here: viability with 2 uM doxorubicin; hits give low values
# IL1B NFkB inh cell count 2 µM – recorded beside IL1B NFkB inh, whose call it bears; cell count; measured here: cells passing quality filter;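 raw number of nuclei counted in each imaged well without normalization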
# IL1B NFkB pot cell count 2 µM – recorded beside IL1B NFkB pot, whose call it bears; cell count; measured here: cells passing quality filter
# * marks the source's active call; other numbers are inactive results; ? = inconclusive; / = not tested or not shown. Only part of the results is shown; count on the stated rates, not on these rows.
SMILES,MRP resist rev,MRP resist rev cytotoxicity,MRP resist rev with doxorubicin,IL1B NFkB pot,IL1B NFkB pot cell count 2 µM,PLAP inhibitors HTS,Bcl-B TR3 displacers,IL1B NFkB inh,IL1B NFkB inh cell count 2 µM
O=C(c1ccccc1-c1nc2ccccc2[nH]1)N1CCOCC1,1.4,83.2,81.7,/,/,-1.0%,-10.1%,/,/
CS(=O)(=O)N(CC(=O)NCCSCc1cccc(Cl)c1)c1ccc2c(c1)OCO2,14.1,76.9,62.8,-6.0,112,16.6%,-5.7%,6.0,112
COc1ccc(S(=O)(=O)N(CC(=O)NCC2CCCO2)c2ccccc2)cc1OC (stereo not drawn),-10.7,101.8,112.5,19.2,184,-3.4%,-2.3%,-19.2,184
Cn1c(SCC(=O)NC(=O)NCc2ccco2)nnc1C(F)(F)F,7.2,106.9,99.7,2.6,131,-1.6%,-8.4%,-2.6,131
CCNc1nc(SCC(=O)OC)nc(N2CCOCC2)n1,-2.8,72.1,74.8,/,/,7.9%,-3.7%,/,/
O=C(C1CCCN1S(=O)(=O)c1ccc(Cl)c(Cl)c1)N1CCCCC1 (stereo not drawn),0.9,93.3,92.3,18.2,93,4.1%,-5.0%,-15.8,93
Cc1nn(C(=O)c2cccs2)c(C)c1CN1C(=O)c2ccccc2C1=O,-6.4,21.2,27.6,9.6,141,19.6%,5.2%,-9.6,141
COc1ccc(-c2nnc(NC(=O)c3ccc(S(=O)(=O)N4COCC4(C)C)cc3)o2)cc1,/,/,/,-21.3,163,-46.2%,-0.4%,21.3,163
CCCCOc1ccc(-c2nnc(-c3ccncc3)o2)cc1,-12.5,83.9,96.4,/,/,-17.3%,4.9%,/,/
CC(=O)c1cc(C#N)c(SCC(=O)O)nc1C,5.2,100.8,95.6,-20.8,164,6.2%,5.4%,20.8,164
CC1CCN(CCCNC(=O)c2ccc(CSCc3cccc(Cl)c3)o2)CC1,3.2,69.6,66.4,23.2,159,-49.6%,-13.4%,-23.2,159
CSc1nnc(-c2ccccc2)o1,8.1,98.0,89.9,0.8,156,16.6%,-1.6%,-0.8,156
Cc1nn(Cc2ccccc2)c(C)c1NC(=O)c1cc(-c2cccs2)on1,1.8,88.4,86.6,-8.0,186,-0.4%,-10.5%,8.0,186
c1ccc2c(c1)[nH]c1c(N3CCCC3)ncnc12,18.6,85.8,67.2,25.7,213,-2.6%,-4.5%,-25.7,213
Cc1cc(N2CCCCC2)n2nc(C)c(-c3ccccc3)c2n1,-3.7,56.8,60.5,1.2,130,-46.5%,2.8%,-1.2,130
Cn1c(N)c(C(=O)c2cc(-c3ccccc3)nc3ccccc23)c(=O)n(C)c1=O,/,/,/,-7.0,144,-12.8%,-12.3%,7.0,144
CCOC(=O)c1nn(-c2ccc(C)cc2)c2nc(Nc3ccccc3)cc(=O)n12,/,/,/,-11.7,126,-42.5%,-52.6%,11.7,126
COC(=O)CCC(=O)Nc1ccccc1C(N)=O,7.8,102.0,94.2,20.0,217,-2.1%,-13.3%,-20.0,217
CCCCCCc1nc2c(=O)[nH]c3ccccc3c2o1,6.0,101.9,95.9,/,/,6.9%,2.2%,/,/
COc1ccccc1N1CCN(C(=O)c2cc(-c3ccc4c(c3)OCO4)on2)CC1,-1.1,66.2,67.2,-4.2,157,13.9%,-0.4%,4.2,157

# Fetched one by one from the list above:
SMILES,MRP resist rev,MRP resist rev cytotoxicity,MRP resist rev with doxorubicin,IL1B NFkB pot,IL1B NFkB pot cell count 2 µM,PLAP inhibitors HTS,Bcl-B TR3 displacers,IL1B NFkB inh,IL1B NFkB inh cell count 2 µM
Cn1c(N)c(C(=O)c2cc(-c3ccccc3)nc3ccccc23)c(=O)n(C)c1=O,/,/,/,-7.0,144,-12.8%,-12.3%,7.0,144
O=C(C1CCCN1S(=O)(=O)c1ccc(Cl)c(Cl)c1)N1CCCCC1 (stereo not drawn),0.9,93.3,92.3,18.2,93,4.1%,-5.0%,-15.8,93
Cn1c(SCC(=O)NC(=O)NCc2ccco2)nnc1C(F)(F)F,7.2,106.9,99.7,2.6,131,-1.6%,-8.4%,-2.6,131
Cc1nn(Cc2ccccc2)c(C)c1NC(=O)c1cc(-c2cccs2)on1,1.8,88.4,86.6,-8.0,186,-0.4%,-10.5%,8.0,186

# (next part)
SMILES,MRP resist rev,MRP resist rev cytotoxicity,MRP resist rev with doxorubicin,IL1B NFkB pot,IL1B NFkB pot cell count 2 µM,PLAP inhibitors HTS,Bcl-B TR3 displacers,IL1B NFkB inh,IL1B NFkB inh cell count 2 µM
Nc1nc2nc(-c3ccc(Cl)cc3)cc(C(F)(F)F)n2n1,-4.3,90.4,94.7,2.0,91,16.9%,-4.8%,-2.0,91
Cn1c(CN2CCCCC2)nc2cc(NC(=O)c3ccccc3Cl)ccc21,9.0,101.0,92.0,-4.9,184,1.5%,-2.0%,4.9,184
COc1ccc(OC)c(NC(=O)C2CCN(S(=O)(=O)c3c(C)noc3C)CC2)c1,3.0,85.9,82.8,5.5,217,5.5%,-3.7%,-5.5,217
O=C(c1ccco1)N1CCN(C(=O)c2nn3cccnc3c2Cl)CC1,11.1,97.0,85.9,-7.6,172,3.5%,5.6%,7.6,172
COCCNC(=O)CSc1nc2cc(OC)c(OC)cc2c(=O)n1Cc1ccco1,8.8,93.2,84.4,2.0,148,-13.1%,-8.4%,-2.0,148
CCC(=O)N1CCc2cc(Br)cc(S(=O)(=O)NCCN3CCCCC3CC)c21 (stereo not drawn),3.7,88.1,84.4,/,/,-41.1%,-0.2%,/,/
CCOc1ccc(/C(O)=C2/C(=O)C(=O)N(CC3CCCO3)C2c2ccco2)cc1 (stereo not drawn),8.7,95.7,87.0,2.5,162,/,/,-2.5,162
CCOC(=O)C(Cc1ccccc1)NS(=O)(=O)c1ccc(NC(C)=O)cc1 (stereo not drawn),7.7,93.0,85.3,-8.3,105,-9.4%,8.8%,8.3,105
Cc1ccc(OCC(=O)O/N=C(\N)Cc2ccc(Cl)cc2)cc1,8.5,92.7,84.2,-2.6,190,3.6%,-2.6%,2.6,190
CCOC(=O)C1=C(C)Nc2ncnn2C1c1cc(Br)ccc1F (stereo not drawn),/,/,/,/,/,11.3%,-9.5%,/,/
O=C(Nc1cnccn1)c1cccc(C(F)(F)F)c1,15.1,98.9,83.8,-14.1,87,14.1%,-11.7%,14.1,87
CC(C)C(=O)Nc1cccc(S(=O)(=O)c2cccc(NC(=O)C(C)C)c2)c1,-0.2,80.0,80.3,?,/,/,/,-40.8,137
Cc1cccc(OCC(=O)Nc2ccccc2N2CCCCC2)c1,/,/,/,18.2,103,18.3%,-7.3%,-18.2,103
CCc1nnc(SCC(=O)Nc2ccccc2)nc1CC,0.0,101.3,101.3,0.3,173,-13.3%,-1.5%,-0.3,173
Cc1nc2c3ccccc3n(CCN3CCCCC3)c2s1,-9.4,75.0,84.3,3.2,163,-49.6%,-4.9%,-3.2,163
Cc1ccc(-c2noc(CN(C(=O)C34CC5CC(CC(C5)C3)C4)C(C)C)n2)cc1,3.9,72.6,68.7,-15.6,124,-8.0%,1.0%,15.6,124
COc1cccc(N(C(=O)CNC(=O)c2ccco2)C(C(=O)NC2CCCC2)c2ccncc2)c1 (stereo not drawn),0.9,100.7,99.7,-1.1,128,-41.5%,1.7%,1.1,128
CC(=O)c1cccc(NC(=O)c2ccc(N(Cc3ccccc3)S(C)(=O)=O)cc2)c1,13.6,86.9,73.3,-5.6,105,-4.2%,0.3%,5.6,105
CCn1c(SCC(N)=O)nnc1-c1ccc2[nH]c(C)c(C)c2c1,-5.0,93.4,98.4,26.8,127,15.2%,-7.4%,-26.8,127
Cc1ccc(Cn2cccc2C2=NC(C)CO2)cc1 (stereo not drawn),17.4,95.5,78.1,/,/,10.1%,-8.6%,/,/
Cc1[nH]nc(Nc2ccccc2)c1[N+](=O)[O-],/,/,/,-0.3,177,4.7%,-3.1%,0.3,177
CC1(c2ccccc2)NC(=S)N2C1NC(=S)N2c1ccccc1 (stereo not drawn),13.6,85.6,72.0,-1.8,131,7.1%,-0.8%,1.8,131
COc1ccccc1-c1c(C)c(C)nc(N)c1C#N,-3.9,84.3,88.2,-2.3,89,6.6%,3.6%,2.3,89
O=C(c1ccccc1)N1CC(COc2ccccc2)OC(c2cccnc2)O1 (stereo not drawn),6.2,90.1,84.0,-5.1,113,-42.8%,-16.0%,5.1,113
Cc1nn(Cc2ccccc2Cl)c(Cl)c1/C=C/C(=O)OCC(=O)NC(N)=O,-0.9,100.2,101.1,10.8,146,9.4%,4.6%,-10.8,146
O=C(NCCc1ccncc1)Nc1ccccc1,-5.6,83.6,89.2,20.5,134,/,/,-20.5,134
Cc1cc[n+](CC(=O)c2cccs2)cc1,-10.9,103.5,114.4,3.6,157,31.1%,-7.4%,-3.6,157
Cc1ccc(C(=O)CSc2ncn[nH]2)cc1,/,/,/,/,/,-134.9%,-0.5%,/,/
COC(CNC(=O)C1CC(=O)N(CCc2ccccc2)C1)OC (stereo not drawn),4.6,92.3,87.7,/,/,4.0%,1.9%,/,/
CCOC(=O)COc1ccc2cc(C(=O)OCC)c(=O)oc2c1,6.7,100.7,94.1,-1.5,109,12.1%,2.6%,1.5,109
COc1cccc2c(=O)n(CC(=O)N3CCc4ccccc43)ccc12,/,/,/,-6.8,130,10.1%,5.0%,6.8,130
O=C(Nc1cc(S(=O)(=O)N2CCCC2)ccc1Cl)C1=COCCO1,7.2,84.1,76.9,17.3,175,23.9%,-8.0%,-17.3,175
O=C(CN1C(=O)C2C3C=CC(C3)C2C1=O)Nc1ccc2c(c1)OCCO2 (stereo not drawn),/,/,/,6.9,158,2.5%,-4.0%,-6.9,158
O=C(Nc1ccc(Cl)cc1)N1CCSCC1,4.1,93.7,89.5,-15.2,208,-4.4%,0.8%,15.2,208
Cc1cc(N)n2ncc(-c3ccccc3)c2n1,0.2,71.6,71.4,-13.8,152,19.6%,5.2%,13.8,152
COc1ccc(CCn2c(N3CCN(Cc4ccccc4)CC3)nc3c2c(=O)[nH]c(=O)n3C)cc1,-32.0,33.4,65.5,-1.8,120,-53.8%,1.3%,1.8,120
Cc1nn(CC(=O)Nc2ccc(Cl)cn2)c(C)c1[N+](=O)[O-],/,/,/,17.0,168,7.3%,2.6%,-17.0,168
Cc1ccc(S(=O)(=O)N2CCN(C(=O)c3cc4c(C)nn(-c5ccccc5)c4s3)CC2)cc1,-16.4,87.3,103.8,-7.0,69,-71.7%,9.3%,7.0,69
Cc1ccccc1C(=O)Nc1ccccc1C(=O)NCc1ccccc1,/,/,/,7.5,187,0.9%,13.8%,-7.5,187
O=C1/C(=C\c2ccco2)SC(=S)N1Cc1ccccc1,/,/,/,0.8,156,19.3%,-6.3%,4.5,207
CCOC(=O)c1c(NC(=O)c2cccc(N3C(=O)CCC3=O)c2)sc(C)c1C,/,/,/,9.6,48,9.6%,13.5%,-9.6,48
Cc1nc2sc(C(c3ccccc3)N3CCOCC3)c(O)n2n1 (stereo not drawn),4.0,99.0,95.0,-6.1,66,/,/,6.1,66
CC1CN(C(=O)c2scc3c2OCCO3)CC(C)O1 (stereo not drawn),2.9,91.5,88.5,-80.3,8,3.8%,-6.6%,80.3*,8*
CCC1(C)Cc2c(sc3nc(NN)n(C)c(=O)c23)CO1 (stereo not drawn),-21.3,12.4,33.7,15.8,148,-101.5%,-14.6%,-15.8,148
O=c1[nH]c2ccccc2nc1N1CCOCC1,-4.6,85.7,90.3,-1.5,149,-8.3%,-6.8%,1.5,149
COc1cccc2c(=O)c3c(cnn3C)n(C)c12,-10.3,57.8,68.1,9.4,131,19.8%,-5.8%,-9.4,131
CCN1CC2=C(OC(N)=C(C#N)C2c2cccs2)/C(=C/c2cccs2)C1 (stereo not drawn),39.6,55.5,15.8,10.3,114,-3.2%,2.7%,-10.4,114
